RXFP1 antag = RXFP1 (human) relaxin receptor antagonism. Q9HBX9. HEK293-RXFP1, relaxin-stimulated cAMP HTRF, 30 min; stronger effect = lower value. activity change, negative = inhibition, % at 57.5 µM. 350,000 tested, 0.59% active;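 active means activity change of -60% or lower, but not beyond a set lower limit; inconclusive means change between -60% and -40%, or beyond the set limit; inactive means change above -40%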; further: on the % scale 0 is the no-effect control and ±100 the full control effect
POLI inh = blocks human DNA polymerase iota activity; Pol iota fluorescent replication assay, 10 min; 390,000 tested, 1% active; Potency, µM (highest dose often 115 µM), inactives show at the highest dose activity, negative = inhibition, hits mostly inhibitors; Q9UNA4; further: potency means the concentration at half of the fitted maximal effect
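Pol iota at 10 nM preincubated 15 min with compounds at room temperature; reaction started with fluorescent substrate, 50 nM final. Fluorescence read kinetically at 0 and 10 min; buffer-only wells as negative control.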
Apoferritin bind = binds horse apoferritin like a general anesthetic; apoferritin/1-aminoanthracene competitive binding, fluorescence; 350,000 tested, 0.074% active; Potency, µM (highest dose often 77.5 µM), for the others: at the highest dose activity change, negative = displacement, hits mostly inhibitors; further: potency means the concentration at half of the fitted maximal effect; on the % scale 0 is the no-effect control and ±100 the full control effect; nearly all actives have a fitted effect of over 20% in size
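Steps: apoferritin (10 uM) was premixed with half-saturated 1-AMA in PBS, compounds were pin-transferred, plates stood 10 min at room temperature, fluorescence was read at 380/535 nm, and curves were fitted with a Hill equation.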
BLM inh = Bloom syndrome helicase (human) inhibition; P54132; recombinant BLM DNA unwinding, fluorescence dequenching; Potency, µM (doses to about 56.1 µM), for inactives: at the highest dose activity change, negative = inhibition, most hits filed as inhibitors; 350,000 tested, 0.2% active; AID 2528;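 further: potency means the concentration at half of the fitted maximal effect; plate controls were vehicle for no effect and no enzyme for full effect; nearly all actives have a fitted effect of over 35% in size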
Target sequence (P54132 whole entry, looked up): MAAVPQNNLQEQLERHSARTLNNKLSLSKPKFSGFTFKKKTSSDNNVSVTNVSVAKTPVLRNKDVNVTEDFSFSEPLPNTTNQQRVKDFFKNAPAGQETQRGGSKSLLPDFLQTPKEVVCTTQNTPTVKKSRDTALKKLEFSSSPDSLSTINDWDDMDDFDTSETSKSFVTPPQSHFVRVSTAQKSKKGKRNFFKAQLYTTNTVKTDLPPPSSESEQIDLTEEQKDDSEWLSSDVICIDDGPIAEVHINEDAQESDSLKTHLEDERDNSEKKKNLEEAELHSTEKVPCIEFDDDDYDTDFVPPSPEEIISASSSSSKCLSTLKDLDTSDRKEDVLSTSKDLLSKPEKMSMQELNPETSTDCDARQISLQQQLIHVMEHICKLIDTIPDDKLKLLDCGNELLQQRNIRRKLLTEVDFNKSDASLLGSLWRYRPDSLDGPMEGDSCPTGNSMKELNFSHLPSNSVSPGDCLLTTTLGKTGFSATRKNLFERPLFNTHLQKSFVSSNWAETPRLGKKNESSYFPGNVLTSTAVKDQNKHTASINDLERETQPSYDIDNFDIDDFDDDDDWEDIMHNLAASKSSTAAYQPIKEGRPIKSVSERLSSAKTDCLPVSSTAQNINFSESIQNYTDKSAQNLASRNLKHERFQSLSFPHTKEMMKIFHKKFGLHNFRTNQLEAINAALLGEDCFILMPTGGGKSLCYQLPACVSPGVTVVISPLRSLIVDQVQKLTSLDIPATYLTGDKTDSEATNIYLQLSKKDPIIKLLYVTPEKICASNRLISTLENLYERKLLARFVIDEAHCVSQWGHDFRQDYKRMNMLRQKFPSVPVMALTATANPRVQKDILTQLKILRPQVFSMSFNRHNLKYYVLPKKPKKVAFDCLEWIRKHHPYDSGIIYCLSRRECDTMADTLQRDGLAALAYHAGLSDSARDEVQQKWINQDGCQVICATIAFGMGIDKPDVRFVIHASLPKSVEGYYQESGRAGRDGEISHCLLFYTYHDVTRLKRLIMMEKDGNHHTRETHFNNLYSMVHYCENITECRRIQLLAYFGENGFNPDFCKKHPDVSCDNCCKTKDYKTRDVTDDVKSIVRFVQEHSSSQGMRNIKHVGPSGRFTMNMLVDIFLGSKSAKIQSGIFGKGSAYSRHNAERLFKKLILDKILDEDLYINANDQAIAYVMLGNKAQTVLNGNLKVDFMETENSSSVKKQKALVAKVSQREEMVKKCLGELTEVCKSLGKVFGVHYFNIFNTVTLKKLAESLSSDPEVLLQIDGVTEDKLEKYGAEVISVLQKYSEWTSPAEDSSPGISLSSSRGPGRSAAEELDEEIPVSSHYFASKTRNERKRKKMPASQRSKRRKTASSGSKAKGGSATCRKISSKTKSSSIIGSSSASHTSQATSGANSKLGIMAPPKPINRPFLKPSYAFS
APEX1 inh = blocks human APE1 abasic DNA cleavage | P27695 | recombinant APE1, TAMRA/BHQ-2 abasic DNA cleavage fluorescence | Potency, µM (highest dose often 65.8 µM), for inactives: top-dose activity change, negative = inhibition, most hits filed as inhibitors | 350,000 tested, 0.35% active;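 further: potency means the concentration at half of the fitted maximal effect; plate controls were vehicle for no effect and reference inhibitor for full effect; nearly all actives have a fitted effect of over 55% in size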
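Quantitative HTS: incision of a TAMRA/BHQ-2 double-stranded substrate bearing a tetrahydrofuran abasic site by 0.75 nM APE1 raises fluorescence. Substrate 50 nM final, added after 15 min compound preincubation at room temperature; progress as third-minus-first kinetic read difference.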
POLH inh = blocks human DNA polymerase eta activity; 390,000 tested, 1.2% active; Potency, µM (highest dose often 114 µM), for inactives: at the top dose activity change, negative = inhibition, actives largely listed as inhibitors; Q9Y253; recombinant Pol eta, fluorescent DNA replication assay; further: potency means the concentration at half of the fitted maximal effect; on the % scale 0 is the no-effect control and ±100 the full control effect
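Fluorescent replication assay: 50 nM final substrate added after a 15 min room-temperature compound preincubation with 10 nM enzyme. Signal taken at 0 min and again at 10 min.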
POLB inh = blocks human DNA polymerase beta activity; P06746; Pol beta primer extension/strand displacement, fluorescence kinetic; Potency, µM (doses to about 114 µM), for inactives: top-dose activity change, negative = inhibition, usual class: inhibitors; 340,000 tested, 1.3% active; further: potency means the concentration at half of the fitted maximal effect; on the % scale 0 is the no-effect control and ±100 the full control effect
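Curves were derived by four-parameter Hill fits of normalized qHTS data. The kinetic fluorescent primer-extension read was taken at 0 and 10 min after 50 nM substrate, following a 15 min room-temperature preincubation of 10 nM enzyme with compounds.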
POLK inh = DNA polymerase kappa (human) inhibition | Q9UBT6 | purified Pol kappa, fluorescent DNA synthesis assay, 10 min | Potency, µM (series often up to 107 µM), without a hit: top-dose activity, negative = inhibition, usual class: inhibitors | 400,000 tested, 0.53% active; further: potency means the concentration at half of the fitted maximal effect; on the % scale 0 is the no-effect control and ±100 the full control effect
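Fluorescent qHTS in 1536-well format: enzyme (10 nM) and compound sat 15 min at room temperature before 50 nM substrate (final) was added. Signal taken at 0 and 10 min; no-enzyme buffer wells were negative controls.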
Tb PGK inh = T. brucei PGK inhibition. PGK/GAPDH coupled, Kinase-Glo luminescence, 60 min. P07378. Potency, µM (series often up to 57.5 µM), without a hit: at the top dose activity change, negative = inhibition, usual class: inhibitors. 380,000 tested, 0.043% active. AID 602233; further: potency means the concentration at half of the fitted maximal effect; on the % scale 0 is the no-effect control and ±100 the full control effect; nearly all actives have a fitted effect of over 60% in size
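Recombinant glycosomal PGK reaction used 1,3-bisphosphoglycerate generated in-well by GAPDH (100nM final) in 100mM TEA pH 7.6, 5mM MgCl2, 0.01% Tween-20. After 60 minutes at room temperature, ATP was read by Kinase-Glo Plus luminescence end-point.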
An asterisk follows results filed as active; i = inactive; ? = inconclusive; · = no result given; & = joins results of further samples; [ ] = remark or other dose. Unless noted, the call rests on the fitted dose curve; in most records, active means well fitted curve in the direction sought with a large enough effect; inconclusive means small, poorly fitted or top-dose-only effect, or another doubt; inactive means no such curve, though single readings can be large; an effect the other way counts as inactive or inconclusive. Some of the compounds tested; rates above refer to the full screens.

No.	structure	RXFP1 antag	POLI inh	Apoferritin bind	BLM inh	APEX1 inh	POLH inh	POLB inh	POLK inh	Tb PGK inh
1	COc1ccc(N(C)C(=O)Cc2c(C(=O)O)n(C)c3ccccc23)cc1	14	-15%	1%	-1%	-7%	2%	1%	1%	-1%
2	O=c1[nH]c(Cn2nnc(-c3ccccc3)n2)nc2scc(-c3ccccc3)c12	-7	-3%	?	-1%	-5%	-12%	0%	-17%	0%
3	Cc1cc(C)nc(NS(=O)(=O)c2ccc(NC(=S)NC(=O)C(C)C)cc2)n1	0	7%	-7%	5%	-2%	1%	20%	0%	-1%
4	Cc1cc(OCC(=O)N(Cc2ccco2)c2c(N)n(Cc3ccccc3)c(=O)[nH]c2=O)ccc1Cl	-1	-24%	·	·	-11%	-7%	·	-24%	i
5	Fc1ccccc1N1CCN(c2nnc(C(F)(F)F)c3nnn(Cc4ccccc4)c23)CC1	1	11%	-7%	-12%	·	-19%	46%	0%	1%
6	CCOc1ccc(C(c2c(O)nc(SC)[nH]c2=O)c2c(O)nc(SC)[nH]c2=O)cc1	-16	12%	·	·	·	-10%	·	13%	i
7	CC(NCc1ccccc1Cl)C(=O)Nc1ccc(S(=O)(=O)N2CCCC2)cc1 (stereo not drawn)	-1	14%	4%	1%	2%	-2%	-6%	-8%	6%
8	CN1C2C=C3C(C#N)=C(N)C(C#N)(C#N)[C@@H](c4cccc(F)c4)[C@@H]3C1CC2 (stereo partly drawn)	-4	20µM*	6%	-8%	-1%	-11%	44%	-7%	i

Ordered by the number under Tb PGK inh (ascending): four from the list above
# | Structure | Tb PGK inh
1 | COc1ccc(N(C)C(=O)Cc2c(C(=O)O)n(C)c3ccccc23)cc1 | -1%
2 | O=c1[nH]c(Cn2nnc(-c3ccccc3)n2)nc2scc(-c3ccccc3)c12 | 0%
5 | Fc1ccccc1N1CCN(c2nnc(C(F)(F)F)c3nnn(Cc4ccccc4)c23)CC1 | 1%
7 | CC(NCc1ccccc1Cl)C(=O)Nc1ccc(S(=O)(=O)N2CCCC2)cc1 (stereo not drawn) | 6%

The list continues.
No.	structure	RXFP1 antag	POLI inh	Apoferritin bind	BLM inh	APEX1 inh	POLH inh	POLB inh	POLK inh	Tb PGK inh
9	Cc1ccc(OCCNC(=O)c2cc(=O)[nH]c3ccccc23)cc1	2	40%[activator]	-5%	-8%	15%	-21%	15%	8%	-3%
10	CN1CCC(C2(O)c3ccccc3CSc3sccc32)CC1 (stereo not drawn)	1	15%	0%	-5%	3%	-9%	3%	-4%	4%
11	O=C(Cn1c(CN2CCCCC2)nc2ccccc2c1=O)NCc1ccco1	-2	17%	-8%	0%	16%	5%	-9%	2%	-8%
12	COc1cccc(-c2nn(-c3ccccc3)cc2/C=C(/NC(=O)c2ccccc2)C(=O)O)c1	-3	20%	6%	1%	-5%	-14%	31%	-4%	-2%
13	Nc1c(C(=O)c2ccc(Br)cc2)oc2ccccc12	-3	8%	-16%	-8%	-2%	-17%	-13%	-12%	-5%
14	COc1ccc(S(=O)(=O)NCC(=O)N(Cc2ccco2)C(C(=O)NC(C)(C)C)C(C)C)cc1 (stereo not drawn)	-5	-13%	-9%	-2%	43%	-11%	-1%	2%	-2%
15	CC(C)(CNC(=O)c1sc2cc(F)ccc2c1Cl)N1CCOCC1	-1	-21%	1%	6%	3%	-10%	30%	-18%	-2%
16	CC(C)CN(C(=O)CSc1nncs1)c1c(N)n(CC(C)C)c(=O)[nH]c1=O	-7	0%	-16%	0%	8%	-16%	1%	0%	-5%
17	CCOc1ccc(CNC2CCCc3ccccc32)cc1 (stereo not drawn)	-4	21%	-17%	-4%	1%	-5%	1%	-16%	3%
18	CCN1C(=O)[C@H]2[C@@H](c3ccc(-c4ccccc4)c(OC)c3)N[C@@](Cc3ccccc3)(C(=O)OC)[C@H]2C1=O	·	-10%	·	·	25%	-15%	·	8%	i
19	O=C(CSc1nc2ccccc2c(=O)n1CC1CCCO1)NCc1ccc2c(c1)OCO2 (stereo not drawn)	5	30%[activator]	-5%	5%	-2%	0%	2%	3%	-9%
20	O=C(NCCCn1ccnc1)/C(=C\c1cccs1)NC(=O)c1ccccc1	·	26%	-8%	1%	2%	-5%	7%	-4%	-12%
21	COc1ccc(OC)c(S(=O)(=O)NCc2ccc3c(c2)CCN3C(=O)c2cccc(C)c2)c1	-2	13%	-12%	-2%	·	-21%	10%	-12%[60.1 µM]	-9%
22	O=C(Cc1ccccc1)Nc1ccccc1CO	-9	0%	-10%	-1%	0%	-10%	-9%	5%	i
23	CCOc1cc(NS(C)(=O)=O)c(OCC)cc1NC(=O)c1cccs1	6	16%	-20%	0%	2%	-15%	7%	2%	3%
24	O=C(CNc1ccc(Br)cc1)Nc1ccc(S(=O)(=O)N2CCCC2)cc1	-10	16%	·	·	0%	-21%	·	0%	i
25	Cc1ccc[n+](CC(=O)c2cc3ccccc3oc2=O)c1	-13	34%[activator]	2%	-4%	-3%	-10%	17%	-8%	-7%
26	COc1cc(-c2nnc(-c3cccnc3)o2)cc(OC)c1OC	31	26%	-12%	-7%	1%	-15%	?	-5%	0%
27	CCOC(=O)c1cn(Cc2ccc(Cl)cc2Cl)c2cc(C)nn2c1=O	-1	182%[activator]	-12%	-1%	5%	-12%	-22%	1%	-4%
28	COc1ccc(-c2cc(OC(=O)c3cccc(Cl)c3)c3c(C)oc(C)c3c(=O)c2)cc1	-34	?	?	-4%	·	-17%	?	?	i
29	CCOC(=O)C1CCN(C(=O)Cc2ccc(-c3ccccc3)cc2)CC1	0	25%	-15%	1%	-1%	-18%	-16%	-1%	-3%
30	COc1ccc(NC(=O)CCS(=O)(=O)c2ccccc2)c(OC)c1	-11	12%	-9%	2%	1%	5%	-2%	-2%	-4%
31	COc1ccc(NC(=O)CSc2nccn2Cc2ccco2)cc1OC	-5&20	-13%&1%	-6%&7%	0%&-1%	9%	-9%&1%	28%&17%	13%	-4%&-4%
32	COCCn1cc(C(=S)N2CCCCC2)c2ccccc21	-11	86%[activator]	-10%	-4%	-8%	-15%	17%	-4%	-10%
33	O=C(Cn1ccc([N+](=O)[O-])n1)NCc1ccco1	-16	-20%	-11%	-2%	-3%	27%	10%	1%	i
34	COc1ccc(C2CC(O)(c3ccccc3)Oc3c(C)ccc(C)c32)cc1 (stereo not drawn)	·	-18%&2%	-11%&-10%	-13%&-17%	-8%&-2%	-12%	1%	-6%&-3%	-7%
35	CCOC(=O)Cc1nnc2c(Nc3ccc(C)cc3)nc3nonc3n12	-23	2%	-21%	-3%	-1%	-10%	0%	-2%	-7%
36	CCC(C)NC(=S)NNC(=O)c1ccc(C(C)(C)C)cc1 (stereo not drawn)	11	-5%	-1%	-10%	-3%	-11%	12%	-12%	8%
37	CC(C)NC(=O)COC(=O)c1cc(F)c(F)cc1Cl	3	4%	-10%	-1%	1%	10%	-17%	-9%	-2%
38	CC(=O)OCC(=O)Nc1ccc(C(C)=O)cc1	3	-27%[58.9 µM]	-8%	1%	3%	6%	5%	-6%	-8%
39	CCOC(=O)C1CCCN(C/C(O)=C(\C#N)c2nc(-c3ccccc3)cs2)C1 (stereo not drawn)	-17	-6%	1%	-8%	-14%	7%	0%	-5%[60.1 µM]	-12%
40	Brc1ccc(-c2cc3c(N4CCN(c5ccccc5)CC4)nccn3n2)cc1	·	0%	1%	-2%	·	-6%	-21%	-1%	i

Next section; it opens with the 5 that closed the last part.
No.	structure	RXFP1 antag	POLI inh	Apoferritin bind	BLM inh	APEX1 inh	POLH inh	POLB inh	POLK inh	Tb PGK inh
36	CCC(C)NC(=S)NNC(=O)c1ccc(C(C)(C)C)cc1 (stereo not drawn)	11	-5%	-1%	-10%	-3%	-11%	12%	-12%	8%
37	CC(C)NC(=O)COC(=O)c1cc(F)c(F)cc1Cl	3	4%	-10%	-1%	1%	10%	-17%	-9%	-2%
38	CC(=O)OCC(=O)Nc1ccc(C(C)=O)cc1	3	-27%[58.9 µM]	-8%	1%	3%	6%	5%	-6%	-8%
39	CCOC(=O)C1CCCN(C/C(O)=C(\C#N)c2nc(-c3ccccc3)cs2)C1 (stereo not drawn)	-17	-6%	1%	-8%	-14%	7%	0%	-5%[60.1 µM]	-12%
40	Brc1ccc(-c2cc3c(N4CCN(c5ccccc5)CC4)nccn3n2)cc1	·	0%	1%	-2%	·	-6%	-21%	-1%	i
41	O=C(COc1ccc(Cl)cc1)N1N=C(c2cccs2)CC1c1ccco1 (stereo not drawn)	-3	26%	·	·	·	-3%	·	-8%	10%
42	c1ccc2oc(NC3=NCN(C4CCCCC4)CN3)nc2c1	12	51%[activator]	4%	-4%	0%	-14%	8%	-4%	-2%
43	CCc1ccccc1NC(=O)CCS(=O)(=O)c1ccc(Br)cc1	-3	0%	-9%	0%	-4%	-18%	35µM*	-18%	?
44	Cc1cc(C)c2c(N)c(C(=O)N3CCc4ccccc4C3)sc2n1	-2	13%	-6%	-2%	8%	-6%	-4%	11%	i
45	O=C(CN(Cc1ccco1)C(=O)Cn1nnc(-c2ccc(F)cc2)n1)NC1CCCC1	18	11%	-11%	-3%	16%	-8%	11%	-21%	1%

Compound activity from PubChem BioAssay.
